697 NFkB inh: inhibitors of PMA/ionomycin-induced NF-kB reporter, 697 cells, primary screen, B-cell NF-kB inhibitor project, cell-based, luminescence, uHTS | 697 B-cell NF-kB luciferase reporter, 16 h | inhibition, % at 4 µM | actives 0.33% (n = 330,000); in the data active means inhibition above about 35%
XBP1 UPR activ: activators of adaptive XBP1 UPR arm, primary screen, cell-based, CHO-XBP1 luciferase reporter, luminescence, uHTS; activation, % at 20 µM; IRE1-XBP1 UPR activation; percent of tunicamycin response, DMSO as zero; actives 0.33% (n = 330,000);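 active means versus positive control, 20 µM dose yields 30% or more activation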;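 further: 100% = tunicamycin at 10 µg/mL and 0% = DMSO only wells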
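Signal: luciferase luminescence; Assay system: CHO-XBP1 luciferase reporter cells; Amount: one thousand reporter cells per well; Dosing: 20 µM single concentration, DMSO 1%; Benchmarks: high control tunicamycin 10 µg/mL final, low control DMSO vehicle only; Schedule: 6 h compound exposure at 37 °C, 5% CO2; Evaluation: percent activation relative to tunicamycin reference.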
APJ antagonist: antagonists of human apelin receptor APJ, primary screen, CHO-K1 cells, beta-arrestin complementation, luminescence; P35414; inhibition, % at 20 µM; actives 0.32% (n = 330,000);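 active means inhibition above about 40% at 20 µM, limit read from the data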;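 further: cells challenged with 10 nM apelin-13 agonist together with compound; plate controls were apelin-13 plus DMSO wells for no effect and DMSO wells lacking apelin-13 for full effect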
CHOP UPR activ: activators of apoptotic CHOP UPR arm, primary screen, cell-based, CHO-CHOP luciferase reporter, luminescence, uHTS | UPR activation; percent of tunicamycin response over DMSO baseline | actives 0.34% (n = 330,000) | AID 449763, 2010 | activation, % at 10 µM;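 active means at 10 µM dose, activation of 40% or more, normalized to positive control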;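 further: 100% = tunicamycin at 10 µg/mL and 0% = DMSO alone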
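Material: CHO-CHOP cells, stable luciferase reporter of PERK-eIF2a-CHOP signalling; quantity: 500 reporter cells seeded per well; buffer or medium: F12 medium containing 10% fetal bovine serum; compound: one dose, 10 µM in 0.5% DMSO; incubation: 6 h compound treatment, 37 °C; measured by: Steady-Glo luciferase luminescence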
Jurkat NFkB inh: inhibitors of induced NF-kB luciferase reporter, primary screen, TCR NF-kB activation inhibitor project, cell-based, luminescence, uHTS. Jurkat, PMA/ionomycin-induced NF-kB luciferase reporter. inhibition, % at 4 µM. actives 0.53% (n = 330,000); in the data active means inhibition above about 50%
Mdm2-MdmX inh: inhibitors of human Mdm2-MdmX association, primary screen, cell-based, luminescence, split luciferase, SaOS-2, uHTS; Protein Mdm4 (Homo sapiens) + E3 ubiquitin-protein ligase Mdm2 (Homo sapiens), …; SaOS-2 split-luciferase Mdm2/MdmX complementation; actives 3% (n = 330,000); inhibition, % at 8 µM;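 active means inhibition of at least 50% at 8 µM in the primary screen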
Target sequence (O15151 whole entry, looked up): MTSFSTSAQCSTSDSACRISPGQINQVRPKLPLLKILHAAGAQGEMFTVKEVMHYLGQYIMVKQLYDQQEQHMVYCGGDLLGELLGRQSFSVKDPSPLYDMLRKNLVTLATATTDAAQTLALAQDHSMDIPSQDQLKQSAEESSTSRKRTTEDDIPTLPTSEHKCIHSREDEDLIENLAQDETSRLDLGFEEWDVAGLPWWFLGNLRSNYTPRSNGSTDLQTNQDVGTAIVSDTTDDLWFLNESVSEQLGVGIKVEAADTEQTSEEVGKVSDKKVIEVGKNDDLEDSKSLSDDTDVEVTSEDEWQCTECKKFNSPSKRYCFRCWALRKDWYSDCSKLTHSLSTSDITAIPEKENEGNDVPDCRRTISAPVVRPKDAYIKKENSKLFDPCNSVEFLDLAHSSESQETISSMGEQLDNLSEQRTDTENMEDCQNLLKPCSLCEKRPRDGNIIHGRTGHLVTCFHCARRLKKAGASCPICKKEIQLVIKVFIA
Target sequence (Q00987 whole entry, looked up): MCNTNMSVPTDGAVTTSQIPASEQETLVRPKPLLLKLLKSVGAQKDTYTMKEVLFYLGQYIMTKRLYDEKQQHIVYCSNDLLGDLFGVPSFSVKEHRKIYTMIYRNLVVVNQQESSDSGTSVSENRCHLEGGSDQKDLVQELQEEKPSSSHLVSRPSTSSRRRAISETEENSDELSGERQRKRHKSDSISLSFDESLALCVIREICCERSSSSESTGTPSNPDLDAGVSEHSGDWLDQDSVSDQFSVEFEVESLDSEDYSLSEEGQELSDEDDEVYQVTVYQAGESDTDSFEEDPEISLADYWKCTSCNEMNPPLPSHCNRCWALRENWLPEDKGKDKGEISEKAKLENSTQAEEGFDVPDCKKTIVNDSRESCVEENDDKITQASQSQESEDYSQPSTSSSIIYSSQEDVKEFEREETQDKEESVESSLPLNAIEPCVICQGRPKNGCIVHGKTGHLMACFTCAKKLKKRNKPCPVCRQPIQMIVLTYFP
tim23-1 inh: growth inhibitors of tim23-1 mutant yeast, primary screen, luminescence, uHTS; S. cerevisiae tim23-1 growth, BacTiter-Glo luminescence, 24 h; inhibition, % at 20 µM; actives 1.3% (n = 330,000);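 active means growth inhibition of the mutant yeast at or above 50%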;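 further: temperature-sensitive mutant grown at 25 °C; plate controls were DMSO-treated mutant yeast for no effect and medium wells lacking yeast for full effect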
APJ agonist: agonists of human apelin receptor APJ, primary screen, CHO-K1 cells, PathHunter beta-arrestin, luminescence; P35414; 0% DMSO wells, 100% apelin; activation, % at 20 µM; actives 0.11% (n = 330,000); AID 2520, 2010;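 active means activation more than six SD over the plate average, tested at 20 µM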;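 further: 0% = DMSO alone and 100% = apelin-13 at 10 nM; some results filed as inactive read as strong as hits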
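assay system = CHO-K1 APJ beta-arrestin complementation cell line | input = cell density 1000 per well | dosing = compound 20 µM once, DMSO 1% | timing = compound 90 min 25 °C, reagent 1 h | measured by = luminescence from split beta-galactosidase complementation, Galacton Star/Emerald II substrate | read-out basis = APJ agonist activity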
Active calls of the source: *.

SMILES	697 NFkB inh	XBP1 UPR activ	APJ antagonist	CHOP UPR activ	Jurkat NFkB inh	Mdm2-MdmX inh	tim23-1 inh	APJ agonist
CCOC(=O)[C@H]1[C@H]2COc3ccccc3[C@@H]2N2C(=O)CN(CC3CCCO3)C(=O)[C@@]12C (some centres not stated)	0	-1	10	-0.3	1	0	4	-4
CCc1ccccc1NC(=O)CN1CCN(C(=O)CCC(=O)N2CCC(c3ccccc3)=N2)CC1	14	-1	3	-0.1	2	25	12	-4
O=C(Cn1ncc2c(=O)oc3ccccc3c21)N1CCC(N2CCCCC2)CC1	9	-1	19	-1.1	-4	-16	1	-1
COc1ccc(-n2ccnc2SCC(=O)NC2CCCC2)c(OC)c1	7	-2	6	0.0	8	9	18	-2
O=C1CCc2cc(S(=O)(=O)NCCc3ccccc3)cc3c2N1CC3	16	0	-4	2.1	14	6	16	0
COc1ccccc1CCNC(=O)C(=O)NCCC1CCCCN1S(=O)(=O)c1cccs1 (configuration not stated)	14	-1	5	4.2	11	10	32	-9
COc1ccc(-c2nc3ccccc3c(=O)n2N)cc1	18	-1	5	-1.3	1	15	10	-2
CC1CCCN(Cc2nc3c(c(=O)n(C)c(=O)n3C)n2Cc2c(F)cccc2Cl)C1 (configuration not stated)	-49	-1	6	0.7	-22	-21	36	-2
CCC(=O)N(NC1=NS(=O)(=O)c2ccccc21)S(=O)(=O)c1ccc(C)cc1	-1	1	14	1.0	4	7	9	-3
CCc1ccc2c(c1)C(=O)C(=O)N2CCS(=O)(=O)c1ccccc1	-10	2	16	2.4	-3	11	17	-6
O=S(=O)(NCc1ccccc1)c1ccc(-c2cnc(C3CC3)o2)cc1	-23	0	28	2.4	34	26	30	1
O=c1cc(C(F)(F)F)[nH]c2ccccc12	0	-4	8	1.7	0	-19	2	0
CNC(=S)N(CCO)Cc1cc2cc3c(cc2[nH]c1=O)OCO3	9	-1	-8	1.6	-16	-11	6	0
COc1ccc(C(=O)CC(=O)C(=O)Nc2c(C)cccc2C)cc1	-1	-5	-2	-0.1	2	16	38	0
O=C(CCCc1c[nH]c2ccccc12)N1CCCCCC1	-41	0	4	4.3	-13	-8	21	-7
COc1cc(NC(=O)COc2ccccc2)c(OC)cc1NC(C)=O	-8	1	-6	-0.9	6	5	13	-3
O=C(CSc1ccc([N+](=O)[O-])cc1)NNC(=O)c1ccccc1F	-5	1	19	3.1	14	-10	5	0
C/C(=N\Nc1nc(-c2ccccc2)cs1)c1cccs1	-44	3	-70	7.4	-9	-35	22	2
O=C(Nc1ccsc1C(=O)NC1CC1)c1ccccc1	-1	2	5	2.2	4	-6	30	-1
CN(C)/C=C/C(=O)c1ccc2noc(-c3ccccc3)c2c1	-53	2	-6	-1.2	-10	51*	25	0
COc1cc(S(=O)(=O)Nc2ccc(C(=O)NCC(=O)O)cc2)ccc1NC(C)=O	5	2	14	3.0	4	5	11	-2
CCOC(=O)C1=C(C)NC(=O)C(C(N)=O)C12CCCCC2 (configuration not stated)	24	0	5	0.5	2	21	1	-14
Cc1ccc(S(=O)(=O)NC2(C(=O)O)CCCCC2)cc1	2	-1	-10	-3.9	-14	-2	3	1
CCN(CC)C(=O)c1cn(C)c(=O)c2cc(OC)c(OC)cc12	9	1	9	0.4	4	25	-7	-4
C[N+]1=C(/C=C/Nc2ccccc2Cl)C(C)(C)c2ccccc21	-27	-2	-7	1.1	13	-13	3	1
O=C(Nn1cnnc1)c1ccc([N+](=O)[O-])cc1Cl	22	-1	4	-0.8	2	-6	10	-1
O=C1c2ccccc2NC(c2ccc(O)cc2)N1/N=C/c1ccc(O)cc1 (configuration not stated)	-25	0	11	0.2	-12	-8	4	-3
O=C(Oc1cc(=O)oc2c1c(=O)n1c3c(cccc23)CC1)c1ccc(F)cc1	9	-4	3	1.0	19	-6	71*	-2
Cc1c(Cl)cccc1NC(=O)c1ccco1	-5	1	-4	1.1	4	-15	7	-3
Cc1ccc(C(=O)NNC(=O)Cc2csc(-c3csc(C)n3)n2)cc1	2	-1	19	0.7	5	23	5	-3
CCc1ccc(C(C(=O)NC2CCCC2)N(C(=O)/C=C/C(=O)Nc2cc(C)on2)c2ccccc2C)cc1 (configuration not stated)	12	5	16	7.1	9	77*	-9	0
COc1cccc(NC(=O)c2ccc3snnc3c2)c1	-13	9	8	0.6	-68	-3	-19	-1
Cc1ccc(/C=C/c2ccc(=O)n(Cc3ccccc3Cl)n2)cc1	13	3	-13	0.2	10	20	-3	-4
O=C(c1ccco1)N1CCN(c2c([N+](=O)[O-])nn(-c3cccc(Cl)c3)[n+]2[O-])CC1	18	-1	-52	-0.4	-6	-6	21	4
C=CCn1c(CSCc2ccc(C)cc2)nnc1SCC(=O)NCc1ccccc1	11	-7	-30	-0.2	10	9	19	-1
CC12CC(c3ccccc3O1)C(C(=O)NCc1ccccc1)C(=O)N2 (configuration not stated)	13	0	12	0.0	6	17	-2	-3

Part of the list above in order of number of heavy atoms, largest number first.
SMILES	697 NFkB inh	XBP1 UPR activ	APJ antagonist	CHOP UPR activ	Jurkat NFkB inh	Mdm2-MdmX inh	tim23-1 inh	APJ agonist
CCc1ccccc1NC(=O)CN1CCN(C(=O)CCC(=O)N2CCC(c3ccccc3)=N2)CC1	14	-1	3	-0.1	2	25	12	-4
Cc1ccc(/C=C/c2ccc(=O)n(Cc3ccccc3Cl)n2)cc1	13	3	-13	0.2	10	20	-3	-4
O=C(Nc1ccsc1C(=O)NC1CC1)c1ccccc1	-1	2	5	2.2	4	-6	30	-1
O=c1cc(C(F)(F)F)[nH]c2ccccc12	0	-4	8	1.7	0	-19	2	0

Among those listed so far, 2 have a furan ring, fused or not.
SMILES	697 NFkB inh	XBP1 UPR activ	APJ antagonist	CHOP UPR activ	Jurkat NFkB inh	Mdm2-MdmX inh	tim23-1 inh	APJ agonist
Cc1c(Cl)cccc1NC(=O)c1ccco1	-5	1	-4	1.1	4	-15	7	-3
O=C(c1ccco1)N1CCN(c2c([N+](=O)[O-])nn(-c3cccc(Cl)c3)[n+]2[O-])CC1	18	-1	-52	-0.4	-6	-6	21	4

Additional entries.
SMILES	697 NFkB inh	XBP1 UPR activ	APJ antagonist	CHOP UPR activ	Jurkat NFkB inh	Mdm2-MdmX inh	tim23-1 inh	APJ agonist
COc1ccc(C(=O)NCCCN=C2NS(=O)(=O)c3ccccc32)cc1	7	0	8	-1.4	19	10	-4	-3
COC(=O)c1nn(-c2ccc(OC)cc2)c(=O)cc1Sc1ccc(C)cc1	7	23	-15	2.7	7	-6	-4	-2
CCC(NC(=O)CN1CCN(C(=O)c2cccs2)CC1)c1ccc(C)cc1 (configuration not stated)	-12	-1	9	-0.8	-15	12	32	-2
CCOC(=O)C1CCN(C(=O)COC(=O)c2ccc3c(c2)C(=O)N(c2ccc(OCC)cc2)C3=O)CC1	11	-1	7	0.3	2	15	13	0
CCOc1ccc(NCc2nnc(SCc3ccccc3Cl)n2-c2ccccc2)cc1	-18	-1	4	-0.7	11	23	44	-4
COc1ccc(/C=N/NC(=O)c2ccc3nc[nH]c3c2)c(OC)c1OC	11	2	-2	1.7	-4	15	13	0
CCC(=O)N1CCN(c2nc(-c3ccc(Cl)cc3)cs2)CC1	-18	3	13	1.4	-3	-16	-1	0
CCCCCN(C(=O)CCC(=O)OCC(=O)Nc1cccc(SC)c1)c1c(N)n(CCCC)c(=O)[nH]c1=O	8	-1	-12	-2.8	9	18	11	-1
COc1ccccc1CNCC(c1ccccc1)c1ccccc1	-58	1	-10	-0.2	-38	6	18	-3
CC(C)C(NC(=O)c1ccc(C(C)(C)C)cc1)C(=O)Nc1ccc(N2CCOCC2)cc1 (configuration not stated)	3	5	-2	0.0	-13	15	18	-1
COc1ccc(N(Cc2cc3cc(OC)ccc3[nH]c2=O)C(=O)C2CCCO2)cc1 (configuration not stated)	12	-6	5	-1.3	-7	16	13	-5
O=C(CN1C(=O)NC2(CCc3ccccc3C2)C1=O)Nc1ccc(Cl)cc1F (configuration not stated)	1	-1	0	4.0	15	15	6	1
CCN1CNC(=S)N(C(C)c2ccccc2)C1 (configuration not stated)	-7	-1	16	0.4	12	-20	-2	-4
O=C(O)C1CCCN1C(=O)OCC1c2ccccc2-c2ccccc21 (configuration not stated)	13	1	-9	0.9	-1	1	-2	-2
C=CCNC(=O)c1onc(CSc2ccc(F)cc2)c1C(=O)O	1	0	-11	-2.0	5	-8	-12	10
CSc1nc(C)cc(Oc2ccc(OCC(N)=O)nn2)n1	17	-3	-9	0.4	4	14	8	-6
COc1cc(CN(C(=S)NCC(=O)NC2CCCC2)C2CCCC2)cc(OC)c1OC	2	-1	3	-0.1	23	3	9	5
CC(C)(C)NC(=O)C(c1ccco1)N(Cc1ccc2c(c1)OCO2)C(=O)Cn1nnc2ccccc21 (configuration not stated)	-6	-2	9	0.4	-11	-1	17	0
CONC(=O)C1CCN(C(=O)OCc2ccccc2)CC1	-69	3	11	2.0	6	21	12	1
O=C(CNc1ccc(Br)cc1)c1ccc(O)cc1	12	3	35	4.7	16	-1	42	-3
COc1ccccc1N1CCN(Cc2ccc(OC)c3ccccc23)CC1	20	-1	-15	-0.8	-1	-26	17	-1
CCc1nnc(NC(=O)C2CCN(c3ncnc4sc(C)c(C)c34)CC2)s1	-2	-5	-5	-1.4	6	53*	-8	-4
CCOc1ccc(NC(=O)CN(C)C(=O)/C=C/c2ccc(S(=O)(=O)N3CCCCCC3)cc2)cc1OCC	7	-4	-55	1.3	1	1	10	-5
Nc1ccc2nc(-c3ccccc3)cnc2c1	-99	2	-5	2.7	-36	-47	15	3
COc1ccc(N2CCN(/C(=N\S(=O)(=O)c3ccccc3)Nc3nc(C)cc(C)n3)CC2)cc1	-16	1	-5	0.6	-16	-15	-9	0
Cc1nnc(SCCCCSc2nnc(C)c(=O)[nH]2)[nH]c1=O	3	-4	18	1.8	13	-28	4	-1
Cc1cc2oc3c(c(=O)c2cc1C)C(c1ccc(C(C)C)cc1)N(CCCN1CCOCC1)C3=O (configuration not stated)	3	-2	12	0.7	3	-2	24	-1
CS(=O)(=O)N(CC(=O)NCc1ccccc1)C1CCCCC1	4	2	-9	38	8	-9	12	-1
CN1CC2=Cc3ccccc3OC23Oc2ccccc2C=C3C1	-13	0	23	1.0	0	59*	28	-4
CCOc1ccc(CC(=O)Nc2sc(Cc3ccccc3)c(C)c2C(N)=O)cc1OCC	8	-1	14	-0.9	3	17	10	-1
CN1C(=O)C(C)(C)c2cc(S(=O)(=O)NCC3CCC(C(=O)NC4CCCCC4)CC3)ccc21 (configuration not stated)	8	-4	-3	1.6	20	6	8	1
CC(=O)c1ccc(N2CCN(C(=O)C3CCN(C(=O)Nc4ccccc4)CC3)CC2)cc1	0	-4	18	0.8	17	-11	-16	9
CCN(CC)S(=O)(=O)c1ccc(Oc2cccc(C(C)=O)c2)nc1	-11	-1	11	0.4	6	10	22	2
COc1ccc(C2CC(c3ccccc3C)n3nc(N)nc3N2)cc1 (configuration not stated)	19	-1	8	1.8	12	-14	6	-3
Cc1c(C(=O)NCc2cccnc2)oc2ccc(S(=O)(=O)N3CCCC(C)C3)cc12 (configuration not stated)	11	-1	5	0.5	-4	33	5	2
COC(=O)c1ccc(/C=N/Nc2nc(C)c(C)s2)cc1	-196	0	-16	7.3	-138	-144	0	3
